# Compound activity: PubChem BioAssay, Broad Institute
# ERp5 inh – inhibitors of human ERp5. inhibition, % at 9.99 µM. 0.05% of 350,000 active. AID 651711. Q15084. ERp5 insulin aggregation, absorbance 650 nm, 90 min;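 active means mean replicate inhibition above about 25%, with every replicate also reaching it, limit read from the data, passing the limit was not always enough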
# Target sequence (Q15084 whole entry, looked up): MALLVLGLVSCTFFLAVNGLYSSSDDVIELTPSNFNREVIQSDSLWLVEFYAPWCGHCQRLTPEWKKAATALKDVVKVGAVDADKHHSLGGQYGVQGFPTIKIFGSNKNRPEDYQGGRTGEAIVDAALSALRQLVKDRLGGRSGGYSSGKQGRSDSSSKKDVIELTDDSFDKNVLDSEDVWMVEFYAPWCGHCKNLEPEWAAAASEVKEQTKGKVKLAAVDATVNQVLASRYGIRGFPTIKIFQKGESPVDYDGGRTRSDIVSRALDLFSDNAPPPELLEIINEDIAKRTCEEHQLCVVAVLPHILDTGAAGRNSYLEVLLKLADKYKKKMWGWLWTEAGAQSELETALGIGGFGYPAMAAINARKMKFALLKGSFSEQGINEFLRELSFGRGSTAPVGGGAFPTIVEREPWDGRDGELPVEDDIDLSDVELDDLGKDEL
# SIRT5 inh – blocks human SIRT5 desuccinylation of peptide | Purified SirT5, succinyl-peptide AMC, trypsin-coupled fluorescence | inhibition, % at 15 µM | 1.1% of 330,000 active; in the data active means inhibition above about 15%
# Starred values were filed as active, the others as inactive; & = joins results of further samples. These rows are one share of the data (hit frequency here may not be typical).
# Values run as follows: ERp5 inh, SIRT5 inh
- COc1ccc(C(CC(C)=O)c2c(O)c3ccccc3oc2=O)cc1OC (configuration not stated)
→ 5, -2
- COc1ccc(N2C(=O)/C(=C/C=C/c3ccccc3[N+](=O)[O-])C(=O)NC2=S)cc1
→ 5, 1
- CCOC(=O)[C@]12Cc3cc(Cl)ccc3[C@H]1N(C1CCCCC1)C(=O)c1cc(OC)ccc12
→ 0, -1
- C/C=C/c1ccc(C2[C@H]3CNC[C@@H]2N3CC2CCCCC2)cc1 (some centres not stated)
→ 4, -1
- CC(=O)OC1CCC2(C)C(CCC3C2CC(=O)C2(C)C3CC(N3CC3)C2C(C)=O)C1 (configuration not stated)
→ -6, -4
- COc1ccc(OC(=O)N(C)C[C@H]2OCc3ccccc3-c3c(n(C)c4ccccc34)C(=O)N([C@@H](C)CO)C[C@@H]2C)cc1
→ -2, 8
- Cc1c(N=Nc2c(O)n(C)c(=O)n(C)c2=O)c(=O)n(-c2ccccc2)n1C
→ -7, -2
- COc1cc2c(cc1OC)C(c1c(O)n(CCc3ccccc3)c(=S)[nH]c1=O)NCC2 (configuration not stated)
→ 5, -4
- COc1cccc(-c2ccc3c(c2)C2c4cnnn4-c4ccccc4C(=O)N2CC3)c1 (configuration not stated)
→ 11, 0
- CCOC(=O)[C@]12Cc3cc(Cl)ccc3[C@H]1N(C)C(=O)c1cc(OC)ccc12
→ 1, 4
- CCOC(=O)c1ccc(N=Cc2c(O)n(-c3ccc(OC)cc3)c(=S)[nH]c2=O)cc1
→ 0, 2
- Cc1cccc(-n2c(O)c(C)c(=O)[nH]c2=S)c1
→ -3, -3
- O=c1[nH]c2ccccc2n1C1CCN(Cc2ccc(-c3nc4ccc(F)cc4nc3-c3ccccc3)cc2)CC1
→ -1, -4
- C[C@]12CCC3C(CCC4=CC(O)CC[C@@]43/C=N/O)C1(O)CCC2C1=CC(=O)OC1 (some centres not stated)
→ 4, 6
- COc1ccc(NC(=O)N2CCC3(CC2)OCCO3)cc1
→ 5, -3
- CO[C@H]1C=CCCC=CC(=O)O[C@H]([C@H](C)C(=O)CCCC2CC(=O)NC(=O)C2)C(C)=C[C@@H](C)[C@@H]1O
→ -6, -4
- CCOC(=O)[C@]12Cc3cc(C)ccc3[C@H]1N(Cc1ccccc1)C(=O)c1cc(OC)ccc12
→ 2, -4
- CCCN1[C@@H]2Cn3c(ccc(-c4cccc(OC)c4)c3=O)[C@H]1[C@@H](C(=O)OC)[C@@H]2CO
→ 1, -8
- CS(=O)(=O)N1Cc2cc(Br)ccc2-n2nncc2C1
→ 2, -1
- CCN1CCN(Cc2cc(OC)c(OC)cc2[N+](=O)[O-])CC1
→ 3, -3

# 2 of the compounds above, as comma-separated lines.
mol,ERp5 inh,SIRT5 inh
CCOC(=O)[C@]12Cc3cc(C)ccc3[C@H]1N(Cc1ccccc1)C(=O)c1cc(OC)ccc12,2,-4
O=c1[nH]c2ccccc2n1C1CCN(Cc2ccc(-c3nc4ccc(F)cc4nc3-c3ccccc3)cc2)CC1,-1,-4

# An excerpt of these results, with tabs.
compound	ERp5 inh	SIRT5 inh
CCOC(=O)[C@]12Cc3cc(Cl)ccc3[C@H]1N(C1CCCCC1)C(=O)c1cc(OC)ccc12	0	-1
C/C=C/c1ccc(C2[C@H]3CNC[C@@H]2N3CC2CCCCC2)cc1 (some centres not stated)	4	-1

# Further records
# Values run as follows: ERp5 inh, SIRT5 inh
- C/C=C/c1ccc(C2[C@@H]3CN(C(=O)C4CCCC4)C[C@H]2N3)cc1 (some centres not stated)
→ 8&6, -1&5
- CCn1c(O)c(/C=N/NC(=O)c2ccncc2)c(=O)[nH]c1=S
→ 4, 3
- COc1ccc(C)cc1NC(=O)N1CCC2(CC1)OCCO2
→ 2, -2
- CCOC(=O)[C@]12Cc3c(cc(OC)c(OC)c3OC)[C@H]1N(C(C)C)C(=O)c1cc(OC)ccc12
→ 3, 12
- O=C1NC(=O)N(c2ccc(Cl)cc2)C(=O)/C1=C\c1ccc(Sc2nc3ccccc3[nH]2)o1
→ 7, 4
- COC(=O)[C@H]1[C@H](CO)[C@H]2Cn3c(ccc(C4=CCCCC4)c3=O)[C@@H]1N2CC1CCCCC1
→ 5, -6
- O=C(c1ccccc1)N1Cc2cc(Br)ccc2-n2nncc2C1
→ 7, 1
- CCN(C(=O)Oc1ccccc1)c1ccc(C(O)(C(=O)OC)C(F)(F)F)cc1 (configuration not stated)
→ -1, 2

# As entered above.
# SIRT5 inh result of CCOC(=O)c1ccc(N=Cc2c(O)n(-c3ccc(OC)cc3)c(=S)[nH]c2=O)cc1 = 2
# SIRT5 inh result of COc1ccc(C(CC(C)=O)c2c(O)c3ccccc3oc2=O)cc1OC (configuration not stated) = -2
# SIRT5 inh result of CO[C@H]1C=CCCC=CC(=O)O[C@H]([C@H](C)C(=O)CCCC2CC(=O)NC(=O)C2)C(C)=C[C@@H](C)[C@@H]1O = -4

# Profiles as entered above.
# O=C1NC(=O)N(c2ccc(Cl)cc2)C(=O)/C1=C\c1ccc(Sc2nc3ccccc3[nH]2)o1 across the screens: ERp5 inh: 7; SIRT5 inh: 4
# CCN(C(=O)Oc1ccccc1)c1ccc(C(O)(C(=O)OC)C(F)(F)F)cc1 (configuration not stated) across the screens: ERp5 inh: -1; SIRT5 inh: 2
# COC(=O)[C@H]1[C@H](CO)[C@H]2Cn3c(ccc(C4=CCCCC4)c3=O)[C@@H]1N2CC1CCCCC1 across the screens: ERp5 inh: 5; SIRT5 inh: -6
